# D1 antagonist: blocks dopamine activation of the human D1 receptor. HEK293 TREx D1 cells, calcium flux, dopamine EC80; hits give low values. P21728. AID 504652. 360,000 compounds, 3.2% hits. activity change, negative = inhibition, % at 10 µM; in the data active = activity change below about -30%; note: % is set by controls: 0 for no effect and ±100 for the full control effect
# Target sequence (P21728 whole entry, looked up): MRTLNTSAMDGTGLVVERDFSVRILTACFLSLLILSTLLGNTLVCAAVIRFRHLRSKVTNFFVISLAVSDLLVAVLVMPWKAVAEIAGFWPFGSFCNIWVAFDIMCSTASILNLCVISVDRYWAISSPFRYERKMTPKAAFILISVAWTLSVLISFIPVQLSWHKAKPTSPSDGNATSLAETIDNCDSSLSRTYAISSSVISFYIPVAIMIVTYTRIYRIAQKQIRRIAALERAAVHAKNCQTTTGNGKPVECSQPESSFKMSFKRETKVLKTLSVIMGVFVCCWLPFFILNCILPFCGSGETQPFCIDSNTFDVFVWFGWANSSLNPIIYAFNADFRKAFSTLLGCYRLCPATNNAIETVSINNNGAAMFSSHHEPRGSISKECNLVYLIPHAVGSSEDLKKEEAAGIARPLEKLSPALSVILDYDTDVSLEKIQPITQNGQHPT
#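 Compound effects on dopamine-evoked calcium signalling were measured in tetracycline-induced HEK293 Trex D1 cells. Dopamine at EC80 followed a 180 s compound pre-read, and fluorescence was tracked kinetically for 180 s more.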
# GRP78 ERSR act: induces the endoplasmic reticulum stress response in human glioma cells. U87-MG GRP78 promoter luciferase reporter, 16 h. Potency, µM, for inactives: at the top dose activation, most hits filed as activators. 420,000 compounds, 0.02% hits; note: potency is the fitted concentration of half-maximal effect; series mostly up to about 76 µM; % of control where 0% means no effect; nearly all actives have a fitted effect of over 35% in size
#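 Stably transfected U87-MG human glioma cells carrying a GRP78-based luminescent sensor were seeded at 1000 cells/well, pin-dosed with compounds and incubated 16 h. Luciferase reagent was then added, and end-point luminescence was read after 10 min at room temperature.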
# RXFP1 agonist: RXFP1 (human) receptor agonism; Q9HBX9; HEK293T-RXFP1 cAMP TR-FRET, 30 min; response scale: percent of porcine relaxin response, buffer zero; Potency, µM (titrated, usually from 57.5 µM), inactives show at the highest dose activation, hits mostly activators; 370,000 compounds, 0.3% hits; AID 2676; note: potency is the fitted concentration of half-maximal effect; % is set by controls: 0 for no effect and ±100 for the full control effect; nearly all actives have a fitted effect of over 60% in size; many of its hits are not listed in these tables
#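 HEK293T cells stably expressing RXFP1 were pretreated with the PDE4 inhibitor Ro 20174, exposed to compounds for 30 min at 37C, lysed, and cAMP was read by TR-FRET. Data normalized to buffer (basal) and 29 nM porcine relaxin (100%).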
# RXFP1 antag: blocks the human relaxin receptor RXFP1. Q9HBX9. HEK293-RXFP1, relaxin-stimulated cAMP HTRF, 30 min; hits give low values. activity change, negative = inhibition, % at 57.5 µM. 350,000 compounds, 0.59% hits;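 active = activity change of -60% or lower, but not beyond a set lower limit; inconclusive = change between -60% and -40%, or beyond the set limit; inactive = change above -40%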; note: % is set by controls: 0 for no effect and ±100 for the full control effect
# D1 agonist: agonists of human D1 dopamine receptor. 360,000 compounds, 1% hits. HEK293 T-REx D1 cells, calcium flux, agonist mode. AID 504660. P21728. activation, % at 2 µM; in the data active = activation above about 30%; note: 0% is about no effect
#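 Agonism was scored from calcium flux recorded over 180 s (1 read/s) after pintool compound addition, following a 10-cycle baseline. Cells were inducible force-coupled HEK293 TREx D1, plated overnight at 30 C and loaded with no-wash calcium dye.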
# D1 PAM: enhances dopamine response at the human D1 receptor; P21728; HEK293 TREx D1 cells, calcium flux, dopamine EC20 potentiation; potentiation, % at 10 µM; 360,000 compounds, 0.036% hits; in the data active = potentiation above about 30%; note: 0% is about no effect
# Vif-A3G inh: Vif-A3G binding inhibition; 410,000 compounds, 0.076% hits; Potency, µM (series often up to 46.1 µM), without a hit: at the top dose activity, negative = active, most hits filed as inhibitors; HeLa A3G-eYFP + Vif (tagged APOBEC3G with the HIV-1 protein that degrades it), YFP fluorescence, overnight;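 note: potency is the fitted concentration of half-maximal effect; % is set by controls: 0 for no effect and ±100 for the full control effect; nearly all actives have a fitted effect of over 60% in size; hits raise eYFP signal because A3G escapes Vif-driven loss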
# Target sequence (Q9HC16 whole entry, looked up): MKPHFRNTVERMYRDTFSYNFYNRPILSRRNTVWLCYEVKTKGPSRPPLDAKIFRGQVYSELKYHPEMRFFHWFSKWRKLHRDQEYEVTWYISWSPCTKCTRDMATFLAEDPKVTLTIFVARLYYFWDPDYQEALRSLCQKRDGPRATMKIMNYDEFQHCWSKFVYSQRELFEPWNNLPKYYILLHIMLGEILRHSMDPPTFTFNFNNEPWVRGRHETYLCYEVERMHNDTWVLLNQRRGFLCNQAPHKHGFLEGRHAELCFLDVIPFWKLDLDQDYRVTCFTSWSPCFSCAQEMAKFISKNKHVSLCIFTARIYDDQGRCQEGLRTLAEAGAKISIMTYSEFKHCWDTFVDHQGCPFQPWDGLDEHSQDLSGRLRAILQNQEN
#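 Read-out is eYFP fluorescence (Ex 488/Em 500-530) from Vif-expressing HeLa A3G-eYFP cells; more signal means A3G escaped Vif-mediated degradation. Cells plated overnight, compound pinned in, incubated overnight at 37 deg C.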
# Vif-A3F inh: blocks the Vif interaction with APOBEC3F | HeLa A3F-eYFP + Vif (tagged APOBEC3F with the HIV-1 protein that degrades it), YFP fluorescence increase | Potency, µM (doses to about 46.1 µM), without a hit: at the top dose activity, negative = active | 390,000 compounds, 0.2% hits | AID 602313; note: potency is the fitted concentration of half-maximal effect; % of control where 0% means no effect; nearly all actives have a fitted effect of over 65% in size
#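 HeLa cells stably expressing A3F-eYFP plus Vif, plated and incubated overnight at 37 deg C, then exposed to compounds overnight at 37 deg C. Blocked degradation read as raised yellow fluorescence (Ex 488/Em 500-530).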
# D2 PAM: positive allosteric modulators of human D2 dopamine receptor; 340,000 compounds, 0.34% hits; potentiation, % at 10 µM; P14416; HEK293 T-REx D2, calcium flux, EC20 dopamine potentiation;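 active = potentiation over 3 SD above the plate norm, cut at about 30% in these data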; note: 0% is about no effect
#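 Using a no-wash calcium dye in inducible, force-coupled HEK293 Trex cells expressing D2, we tracked fluorescence each second for 180 s after compound, then for 180 s after EC20 dopamine to detect augmented signalling.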
# The depositor's hits bear a star; ? = inconclusive; / = not tested or not shown; & = joins results of further samples. Unless noted, calls come from the whole dose curve; as a rule, active = well fitted curve in the direction sought with a large enough effect; inconclusive = small, poorly fitted or top-dose-only effect, or another doubt; inactive = no such curve, though single readings can be large; an effect the other way counts as inactive or inconclusive.
# Each structure is followed by: D1 antagonist	GRP78 ERSR act	RXFP1 agonist	RXFP1 antag	D1 agonist	D1 PAM	Vif-A3G inh	Vif-A3F inh	D2 PAM
CCc1cccc(C)c1NC(=O)CN1C(=O)c2ccccc2S1(=O)=O
→ 5.0	-4.5%	-0.4%	/	3.4	/	-0.2%	2.5%	-0.6
Cc1ccc(/C=N\NC(=O)c2cc(OCC(F)(F)F)ccc2OCC(F)(F)F)cc1
→ /	-10.4%	1.2%	-7.9	/	/	-0.2%	2.3%	/
CCC1(C)Cc2c(C#N)c(N)sc(=S)c2CO1 (stereo not drawn)
→ 5.5	-3.4%	19.9%	-2.2	10.2	-2.5	4.5%	/	10.6
CCCC(=O)Nc1ccc2c(c1)c1ccccc1n2CC
→ -4.9	-2.9%	0.6%	0.6	0.5	-0.5	-15.3%	-12.3%	-4.7
CCCCNC(=O)c1ccc(NS(=O)(=O)c2ccc3[nH]c(=O)[nH]c3c2)cc1
→ 5.1	-3.7%	3.2%	3.0	-0.3	-6.1	1.7%	11.6%	8.5
CCOC(=O)N1CCN(CCC(=O)Nc2cccc(Cl)c2C)CC1
→ 2.8	-3.4%	-0.3%	0.2	1.4	-4.0	0.1%	2.5%	3.6
Fc1ccc(-c2cc(-c3nc(-c4cccc(Cl)c4)no3)[nH]n2)cc1
→ -8.3	-4.1%	-1.5%	-11.9	1.2	-1.6	0.8%	-12.7%	1.0
CC(C)(C)NC(=O)NC(=O)CSc1cccc(C(F)(F)F)c1
→ -17.1	1.0%	-0.7%	-2.0	0.2	-2.6	-2.4%	1.5%	0.0
Cc1cccc(C(=O)N/N=C/c2ccc(OC3CSC3)cc2)c1
→ -5.2	12.1%	0.9%	4.2	2.4	-1.6	0.0%	0.4%	/
O=C(Cn1nc([N+](=O)[O-])nc1Br)NC(c1ccccc1)c1ccccc1
→ -2.4	4.0%	1.3%	2.9	15.8	-10.2	-4.3%	-0.2%	5.3
O=C(CCCN1C(=O)c2ccccc2C1=O)Nc1c2c(nc3c1CCC3)CCC2
→ 0.4	-0.1%	?	6.3	2.4	0.7	-4.3%	-5.5%	1.9
Cc1c2cnn(CC(=O)N3CCN(c4ccccc4)CC3)c(=O)c2c(C)n1Cc1ccccc1Cl
→ -9.6	-2.8%	-0.5%	-9.5	6.3	-0.7	2.4%	-6.2%	13.8
CCCCn1c(CCC(=O)O)nc2cc(S(=O)(=O)N(C)C)ccc21
→ -11.7	-2.4%	0.1%	-16.8	0.9	-1.4	2.9%	3.0%	-0.5
COc1ccc(CC(=O)Nc2cc(S(=O)(=O)N3CCOCC3)ccc2N2CCCC2)c(OC)c1
→ /	-1.1%	/	-5.1	/	/	0.4%	-2.5%	/
Cc1cc(C)nc(SC(C)C(=O)O)n1 (stereo not drawn)
→ -0.8	-1.0%	0.2%	-26.0	0.2	6.5	0.2%	-5.4%	9.8
CCCCCCNS(=O)(=O)c1ccc(Cl)s1
→ -0.6	1.0%	0.5%	-19.9	4.0	5.5	-0.5%	-1.6%	9.7
Cc1ccc2nc(SCC(=O)Nc3ccc4c(c3)OCCO4)[nH]c2c1
→ 13.1	-3.9%	0.9%	3.7	0.9	-2.9	1.2%	0.8%	-0.8
CCn1c(SCc2ccc(C(=O)Nc3cc(C)cc(C)c3)cc2)nnc1-c1ccncc1
→ 2.0	-7.5%	0.5%	-14.1	1.6	1.4	-18.9%	-0.1%	2.1
CCNC(=O)c1ccc(C)c(-n2c(C)nc3cccnc32)c1
→ -6.2	-1.1%	3.2%	-7.4	-1.0	-1.4	2.0%	-0.5%	-4.3
O=C(NC1c2ccccc2-c2ccccc21)N1CCCCC1
→ -24.4	-1.7%	0.6%	-7.1	-1.5	-0.2	-4.3%	-2.0%	-1.8
COc1cccc(NC(=O)c2ccc(N3C(=O)C4CC=C(C)CC4C3=O)cc2)c1 (stereo not drawn)
→ -25.4	-2.5%	1.0%	-4.4	6.7	-9.8	-4.5%	-5.6%	3.0
CC(C)CN(C(=O)CSc1nnc2c(Cl)cc(C(F)(F)F)cn12)C1CCS(=O)(=O)C1 (stereo not drawn)
→ -6.9	-3.8%	6.3%	-9.9	0.8	-0.4	-0.6%	-5.2%	4.9
O=C(c1ccccc1)c1ccc(-c2ccc(O)cc2)cc1
→ -13.0	7.5%	2.8%	-30.2	4.9	-6.8	?	-8.3%	-5.4
CCN1CCN(Cc2ccc(NC(=O)c3cc(NC(=O)N4CCNC4=O)cc(OC)c3)cc2C(F)(F)F)CC1
→ 1.4	-3.4%&-4.2%	4.0%	-3.7	1.4	1.6	-17.0%&5.4%	1.5%&-9.1%	9.8
Cc1cccc(OCC(=O)NNc2c3ccccc3nc3ccccc23)c1
→ -1.7	-4.6%	-0.2%	?	0.6	4.5	-0.8%	-13.3%	-1.1
CSc1nc(N)n(-c2cc(C(F)(F)F)ccn2)n1
→ -8.2	-1.6%	4.0%	-3.9	5.4	-1.9	-2.5%	14.8%	-6.5
COc1ccc(C(=O)NCc2ccccc2CN2CCCC2)cc1S(=O)(=O)N1CCOCC1
→ -57.3*	-5.1%	-0.2%	-9.0	0.7	-19.4	2.1%	0.3%	-23.1
CCN1CCN(C(=O)c2cc(S(=O)(=O)N3CC(C)CC(C)C3)ccc2Cl)CC1 (stereo not drawn)
→ -2.2	-3.7%	1.5%	-3.6	0.7	-5.0	-3.7%	0.4%	-11.3
O=C(NCCCn1ccnc1)c1cc2c(ccc3ccccc32)o1
→ 3.3	-5.5%	-1.3%	0.6	0.8	-2.3	1.3%	2.8%	-15.5
Cc1nc2cnccc2n1C
→ -21.8	-3.9%	5.8%	-1.2	1.7	3.4	-1.2%	8.0%	-1.2
Cc1cc(C)n(CC(=O)NNC(=O)COc2ccc(Br)cc2F)n1
→ /	-3.9%	/	-11.5	/	/	-1.1%	-8.6%	/
CN(C(=O)c1ccc(NC(=O)Cc2ccc(NC(=O)C3CCCN(C(=O)C4CCCC4)C3)cc2)cc1)C1CC1 (stereo not drawn)
→ /	-0.6%	-0.3%	/	0.8	3.5	-4.7%	-0.8%	-17.0
O=C(OCCN1CCCCC1)c1cc2ccccc2o1
→ 7.0	-5.6%	-1.5%	3.7	2.5	5.2	0.3%	-6.8%	-0.2
COC(=O)c1c(NC(=O)CN2C(=O)C(=O)N(C(C)C)C2=O)sc(C)c1C
→ -37.1*	-3.6%	5.0%	16.0	-0.3	-3.4	-7.8%	-12.7%	3.6
Cc1cccc(Cn2cc(C(=O)Nc3cc(F)ccc3F)ccc2=O)c1
→ -11.6	-4.6%	2.4%	/	10.2	-5.8	-3.9%	-13.3%	3.3
Cn1c2ccccc2c2ncn(CCCN3CCOCC3)c(=O)c21
→ -0.4	1.4%	2.6%	2.9	1.7	1.3	0.2%	-2.8%	38.3*
Cc1cccc(NC(=O)Cn2c(=O)n(CCCS(=O)(=O)C3CCCCC3)c(=O)c3ccccc32)c1
→ 15.0	-2.5%	?	/	1.8	0.7	-1.9%	-5.8%	-4.0
N#CCCn1cc(C=O)c(-c2cccs2)n1
→ 15.7	-3.5%	2.0%	-3.4	2.8	-4.6	-1.2%	3.9%	-6.1
COCCNC(=O)c1c(CSc2ccc(F)cc2)noc1C(=O)NCc1ccccc1
→ -2.5	-2.3%	4.6%	/	6.9	-2.7	0.9%	-1.1%	1.6
N#Cc1ccc2[nH]cc(CCO)c2c1
→ 0.7	-0.4%	-0.4%	/	0.7	-1.6	-6.1%	2.3%	-4.1

# Overlap with the part before: two compounds; new compounds follow.
# Each structure is followed by: D1 antagonist	GRP78 ERSR act	RXFP1 agonist	RXFP1 antag	D1 agonist	D1 PAM	Vif-A3G inh	Vif-A3F inh	D2 PAM
COCCNC(=O)c1c(CSc2ccc(F)cc2)noc1C(=O)NCc1ccccc1
→ -2.5	-2.3%	4.6%	/	6.9	-2.7	0.9%	-1.1%	1.6
N#Cc1ccc2[nH]cc(CCO)c2c1
→ 0.7	-0.4%	-0.4%	/	0.7	-1.6	-6.1%	2.3%	-4.1
CC(C)CNC(=O)c1cccc(NC(=O)c2ccccc2-c2ccccc2C(=O)O)c1
→ 2.5	-0.4%	0.9%	-0.6	2.0	-0.7	-1.8%	-11.0%	-1.1
O=C(Cc1c[nH]c2ccccc12)N1CCN(S(=O)(=O)c2ccc(Cl)cc2)CC1
→ -36.2*	-5.3%	0.0%	8.8	3.7	-2.6	0.9%	9.3%	/
COc1cccc(C2=CC(c3cccs3)n3nnnc3N2)c1 (stereo not drawn)
→ 11.4	7.6%	4.9%	-4.4	1.7	-3.2	?	-21.2%	6.4
Fc1ccc(C2Nc3cccc4cccc(c34)N2)cc1
→ 4.1	-1.4%	1.7%	-20.6	3.3	-3.4	0.5%	-4.8%	-1.0
CCOc1ccccc1C1C(C(=O)OC)=C(N)OC2=C1C(=O)CCC2 (stereo not drawn)
→ 7.5	-1.9%	-0.9%	3.6	0.8	-6.0	1.7%	5.0%	-3.2
CCOC(=O)N1CCN(c2ccccc2O)CC1
→ 1.1	-4.4%	1.4%	-5.8	1.4	5.5	0.9%	-11.4%	-5.9
S=C(c1ccccc1)N(c1ccccc1)c1ccccc1
→ 8.3	9.8%	-0.9%	-7.9	4.0	-3.1	-0.4%	-1.9%	18.0
O=C(CCc1ccccc1)Nc1ccc(NC(=O)C2CCCCC2)nc1
→ 6.4	-3.0%	0.0%	-10.5	6.5	-0.1	-5.0%	-13.8%	-2.1
COc1cc(C(=O)OCC(=O)Nc2ccc(OC(F)F)cc2)cc(OC)c1OC
→ -6.0	-3.2%	-0.9%	7.6	6.6	5.0	-3.4%	0.5%	9.0
CCSc1cc(N2CCCC2)nc(-c2ccccc2)n1
→ -1.9	-4.0%	1.8%	-14.1	1.3	-2.0	0.5%	0.1%	-9.6
CN1CCN(/N=C/c2nc(-c3ccc(Cl)cc3)n3ccccc23)CC1
→ -61.4*	4.6%	-1.6%	-12.0	12.4	-6.7	-0.6%	-6.2%	17.0
Cc1nc(SCC(=O)NCC2CCCO2)nc(C)c1C (stereo not drawn)
→ /	0.0%	/	-0.2	/	/	0.1%	-4.5%	/
CC(/C=N/NC(=O)NC1CCCCC1)=C\c1ccccc1
→ 3.0	9.9%	-3.2%	-19.1	2.8	5.0	-5.4%	?	-2.1

# A portion of the library. The share of hits here may be higher or lower than overall.
